Screening data: PubChem, several laboratories
Bcl-xL primary – Bcl-xL (human) inhibition; Q07817; GST-Bcl-xL / FITC-Bim BH3 peptide fluorescence polarization; inhibition, % at 10.9 µM; actives 0.7% (n = 320,000); AID 2129;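 active means inhibition above the mean of all tested compounds plus 3 SD, cutoff set per campaign, cut at about 30% in these data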;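 further: 0% = DMSO wells and 100% = unlabeled Bim-BH3 peptide competitor; inhibitors lower millipolarization by displacing the labeled peptide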
Target sequence (Q07817 whole entry, looked up): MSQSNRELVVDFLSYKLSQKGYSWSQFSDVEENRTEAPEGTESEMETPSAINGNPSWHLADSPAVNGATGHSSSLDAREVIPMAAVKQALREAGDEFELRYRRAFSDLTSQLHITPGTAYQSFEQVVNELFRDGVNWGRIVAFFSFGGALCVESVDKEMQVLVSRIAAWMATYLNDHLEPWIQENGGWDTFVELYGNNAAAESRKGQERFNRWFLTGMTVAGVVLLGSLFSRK
MEX-5 binding – C. elegans MEX-5 TCR-2 RNA binding activity; MEX-5/FITC-TCR2 RNA binding, fluorescence polarization; stronger effect = lower value; activity score (negative = inhibition of binding), % at 10 µM; actives 0.38% (n = 300,000); AID 1832;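 active means inhibition past about -25% in most replicates, and total fluorescence under double the plate's negative control median, limit read from the data; inconclusive means replicates evenly split on the limit, or fluorescence at least double controls; inactive means too little inhibition in most replicates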;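 further: 0% = DMSO and -100% = 5 µM competing unlabeled TCR2 RNA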
Target sequence (Q9XUB2 whole entry, looked up): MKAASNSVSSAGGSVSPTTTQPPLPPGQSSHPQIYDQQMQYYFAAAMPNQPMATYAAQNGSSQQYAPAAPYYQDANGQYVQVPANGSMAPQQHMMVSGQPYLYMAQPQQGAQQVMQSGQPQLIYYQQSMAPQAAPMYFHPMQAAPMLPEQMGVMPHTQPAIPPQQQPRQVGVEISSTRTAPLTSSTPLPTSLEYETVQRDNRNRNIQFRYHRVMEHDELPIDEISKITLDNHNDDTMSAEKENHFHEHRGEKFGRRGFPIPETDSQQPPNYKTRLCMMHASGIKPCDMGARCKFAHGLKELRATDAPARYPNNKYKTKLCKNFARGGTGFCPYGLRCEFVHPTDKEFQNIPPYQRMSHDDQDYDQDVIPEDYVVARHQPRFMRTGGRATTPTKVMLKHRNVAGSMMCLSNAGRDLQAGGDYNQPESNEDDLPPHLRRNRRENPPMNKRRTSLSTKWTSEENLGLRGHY
VLA-4 inh – inhibition in a human VLA-4 binding assay. actives 0.2% (n = 330,000). P13612. inhibition, % (about 7 µM as worked out from the volumes in the protocol). VLA-4 expressing cells, ligand binding flow cytometry. AID 2557; in the data active means inhibition above about 50%
GRK2 aptamer HTS – blocks RNA aptamer binding to human GRK2. actives 0.59% (n = 330,000). P25098. bead flow cytometry, FAM-aptamer displacement from GRK2. inhibition of aptamer binding, % at 10 µM;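 active means inhibition of aptamer binding above 40%, roughly 3 SD of noise, on plates passing a quality check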;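 further: median bead fluorescence of bound FAM aptamer so fluorescent compounds give negative values; no value below 0 was filed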
AGP1-GFP MLPCN – modulators of TOR pathway AGP1-GFP in S. cerevisiae. S. cerevisiae AGP1-GFP multiplex flow cytometry, 3 h; GFP as percent of DMSO wells. GFP response vs DMSO, % at 10 µM. actives 0.02% (n = 320,000). AID 2066;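 active means GFP response relative to DMSO above a set limit, near screen average plus 3 SD, cut at about 150% in these data; inconclusive means fewer than 70 cells counted for the yeast strain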;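 further: median GFP channel fluorescence of the gated AGP1 strain per well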
MCL1 BIM primary – disrupts human MCL1 binding to BIM-BH3 peptide; inhibition, % at 10.9 µM; actives 0.68% (n = 320,000); AID 2057; GST-MCL1 / FITC-Bim-BH3 fluorescence polarization;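 active means inhibition above the mean inhibition of all tested compounds plus 3 SD, set per campaign, cut at about 40% in these data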;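 further: 0% = DMSO wells and 100% = unlabeled Bim-BH3 peptide control; higher means more loss of mP so more displacement of Bim peptide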
Target sequence (Q07820 whole entry, looked up): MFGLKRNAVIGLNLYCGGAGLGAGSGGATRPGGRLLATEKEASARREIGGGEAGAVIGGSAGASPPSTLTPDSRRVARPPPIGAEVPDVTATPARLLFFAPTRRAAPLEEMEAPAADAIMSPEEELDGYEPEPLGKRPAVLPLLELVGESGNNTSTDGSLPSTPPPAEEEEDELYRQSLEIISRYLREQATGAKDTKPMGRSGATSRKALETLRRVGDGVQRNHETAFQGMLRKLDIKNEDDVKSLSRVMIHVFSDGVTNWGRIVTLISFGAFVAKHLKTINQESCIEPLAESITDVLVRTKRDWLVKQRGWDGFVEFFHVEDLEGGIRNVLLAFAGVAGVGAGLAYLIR
CIT2-GFP yeast – modulators of TOR pathway CIT2-GFP in S. cerevisiae; S. cerevisiae CIT2-GFP strain, flow cytometry, 3 h; 100 means same as DMSO wells; actives 0.065% (n = 320,000); GFP response vs DMSO, % at 10 µM;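 active means GFP response relative to DMSO above a set limit, near the screen mean plus 3 SD, cut at about 150% in these data; inconclusive means Fewer than 70 cells measured for a yeast strain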;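 further: ratio of well median GFP fluorescence to mean of DMSO wells on the plate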
Yeast superoxide – yeast age-related superoxide inhibition as caloric restriction mimetic | S. cerevisiae aged cells, superoxide DHE fluorescence; stronger effect = lower value | superoxide response (% of plate mean), % at 10 µM | actives 0.18% (n = 330,000) | AID 2690;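 active means superoxide response under a set limit, about three screen SD below normal, cut at about 65% in these data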;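 further: yeast aged for seven days with compound at 30 °C before DHE staining; 100% = average MFI of all compound-treated wells on the plate with controls excluded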
GLD-1 RNA inh – GLD-1-TGE RNA interaction inhibition (C. elegans); purified GLD-1 + fluorescein TGE RNA, fluorescence polarization; inhibition, % at 5.96 µM; Q17339; actives 0.44% (n = 320,000);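 active means percent inhibition above a per-plate cutoff, the plate mean of test compounds plus 3 SD, cut at about 30% in these data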;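 further: 0% = DMSO wells with GLD-1 and probe and 100% = wells lacking GLD-1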
* marks the source's active call; other numbers are inactive results; ? = inconclusive; . = no result given; [ ] = dose if it differs, or a comment.

No. | Compound | Bcl-xL primary | MEX-5 binding | VLA-4 inh | GRK2 aptamer HTS | AGP1-GFP MLPCN | MCL1 BIM primary | CIT2-GFP yeast | Yeast superoxide | GLD-1 RNA inh
1 | COCCN1C(=O)c2oc3ccccc3c(=O)c2C1c1ccc(C(=O)OC)cc1 (centres undefined) | 0 | 0.3 | 5 | 3 | 103 | 3 | 97 | 97 | -3
2 | Cc1nc(N2CCN(c3ccccn3)CC2)c2c(C)c(C(=O)Nc3c(F)cc(F)cc3Br)sc2n1 | 1 | -1.7 | -10 | 3 | 35 | 0 | 97 | 101 | -2
3 | COc1ccc(OC)c(C2SCCN2S(=O)(=O)c2cccc(C(F)(F)F)c2)c1 (centres undefined) | 1 | -0.1 | -1 | 1 | 100 | 7 | 92 | 89 | 9
4 | CC(=O)Oc1ccc(-c2nc(-c3cccnc3)no2)cc1 | 4 | 1.7 | 1 | 0 | 21[may fluoresce violet] | 4 | ? | 91 | 4
5 | O=C(OCC(=O)N1CCc2ccccc21)c1ccccn1 | 5 | -2.5 | 0 | 2 | 97 | 5 | 91 | 92 | 3
6 | COC(=O)c1sccc1NC(=O)COc1ccc(F)cc1Cl | 7 | 0.0 | 2 | 0 | 85 | 4 | 96 | 96 | 2
7 | O=C(CSc1nc2ccccc2o1)Nc1nc2ccc(Br)cc2s1 | -5 | -3.6 | -9 | 1 | 22[may fluoresce violet] | 1 | ? | 84 | -1
8 | NC(=O)CSc1cn(Cc2ccc(F)cc2)c2ccccc12 | -6 | -1.6 | 6 | 1 | 109 | -1 | 101 | 115 | 4
9 | COc1ccc(CN2CCNC(=O)C2CC(=O)N(Cc2nccn2C)C(C)C)c(OC)c1 (centres undefined) | 5 | 0.7 | 17 | 2 | 107 | 13 | 106 | 99 | 6
10 | Cc1ccc(S(=O)(=O)N(C)c2ccc(C(=O)NCc3ccccn3)cc2)cc1 | -1 | -0.9 | -10 | 1 | 100 | 7 | 102 | 113 | -1
11 | Cc1ccc(Cn2c(NCCCn3ccnc3)nc3c2c(=O)n(C)c(=O)n3C)cc1 | 2 | -1.3 | 13 | 2 | 110 | 8 | 107 | 96 | 3
12 | COc1ccc(Cl)cc1N(CC(=O)NCCSCc1ccccc1)S(C)(=O)=O | 4 | -1.9 | -9 | 0 | 98 | 11 | 108 | 99 | 2
13 | CCOc1ccc(NC(=O)CN(C)CC(=O)NC(C)c2ccccc2)cc1OCC (centres undefined) | 11 | -2.0 | 2 | 0 | 112 | 5 | 100 | 104 | 0
14 | Cc1nn(C(C)C(=O)N/N=C/c2ccc(N(C)C)cc2)c(C)c1[N+](=O)[O-] (centres undefined) | -1 | 3.8 | 9 | 0 | 95 | -4 | 94 | 98 | -6
15 | O=C(CN1C(=O)NC(c2ccccc2)(c2ccccc2)C1=O)NC1CCCCC1 | 0 | . | -3 | 1 | 108 | -2 | 106 | 92 | -4
16 | O=C(Nc1ccc2c(c1)oc1ccccc12)c1ccc(Br)o1 | 5 | -1.9 | 17 | 4 | 105 | 8 | 104 | 100 | -2
17 | CNC(=O)c1ccc(-c2ccc(F)cc2)s1 | -3 | -0.5 | 33 | 3 | 92 | -1 | 104 | 84 | 6
18 | Cc1ccc(/C(C#N)=C\c2ccc(N3CCOCC3)o2)cc1 | -41 | 1.8 | -110 | 2 | 102 | -58 | 95 | 95 | -14
19 | C/C(=N\NC(=O)CNC(=O)c1cccnc1)c1cccc(O)c1 | 3 | 0.5 | -5 | 3 | 95 | 5 | 101 | 105 | 7
20 | N#Cc1c(NC(=O)CSc2nnc(-c3ccccc3O)n2-c2ccccc2)sc2c1CCCC2 | 0 | 0.1 | 28 | 2 | 103 | 1 | 101 | 95 | 7
21 | CCN(C(=O)CCCCC(=O)N(CC)c1ccccc1)c1ccccc1 | 3 | 0.8 | 1 | 3 | 87 | -5 | 93 | 99 | 0
22 | COc1ccc(Cc2nnc(SC)[nH]c2=O)cc1 | 1 | 1.0 | 7 | 2 | 103 | -1 | 95 | 81 | 1
23 | CCOC(=O)c1c(C)nc2sc3c(=O)n(-c4ccc(C(C)=O)cc4)nnc3c2c1-c1ccc(Cl)cc1 | 0 | 0.9 | 5 | 2 | 113 | 4 | 122 | 101 | -2
24 | O=C(CCn1c(=O)[nH]c2ccsc2c1=O)N1CC(=O)N(CCc2ccccc2)C(=O)C1 | 3 | 1.4 | 6 | 1 | 103 | 6 | 95 | 94 | 8
25 | CCn1cc(C(=O)NCc2cccc(C(F)(F)F)c2)c(=O)c2ccc(C)nc21 | -2 | -5.1 | 6 | 0 | 114 | -1 | 100 | 106 | 10
26 | COCCN(C(=O)CCN1C(=O)C2CC=CCC2C1=O)c1c(N)n(CC(C)C)c(=O)[nH]c1=O (centres undefined) | 10 | . | 5 | 1 | 101 | 4 | 98 | 80 | -1
27 | Cc1ccccc1CCN1CCCC(CN(C)C(=O)C(=O)c2ccco2)C1 (centres undefined) | -3 | 0.0 | -3 | 0 | 94 | -1 | 101 | 96 | 1
28 | CCOc1ccc(C2Sc3ccccc3NC3=C2C(=O)OC3)cc1 (centres undefined) | 6 | -0.3 | -16 | 1 | 92 | 2 | 88 | 131 | -5
29 | O=P(O)(c1ccc(Cl)cc1)c1ccc(Cl)cc1 | 5 | -1.7 | -9 | 1 | . | 2 | 107 | 94 | 2
30 | COc1cc(C)c(Br)cc1S(=O)(=O)NCc1ccncc1 | 5 | -0.4 | 1 | 0 | 101 | 5 | 104 | 104 | 4

More entries follow.
No. | Compound | Bcl-xL primary | MEX-5 binding | VLA-4 inh | GRK2 aptamer HTS | AGP1-GFP MLPCN | MCL1 BIM primary | CIT2-GFP yeast | Yeast superoxide | GLD-1 RNA inh
31 | CCOc1ccccc1C(=O)Oc1ccc2ccc(=O)oc2c1 | 4 | 1.7 | 3 | 2 | 94 | 6 | 96 | 96 | 2
32 | COc1ccc(NC(=O)c2c(Cl)n(C)c3ccccc23)cc1 | 0 | 0.5 | 11 | 2 | 91 | 9 | 78 | 108 | 9
33 | CC(C)=CCOc1ccc2c(C)c(CC(=O)N3C[C@H]4C[C@@H](C3)c3cccc(=O)n3C4)c(=O)oc2c1C | 6 | -0.8 | 0 | 5 | 104 | 10 | 96 | 97 | 7
34 | Cc1c(-c2nn(C)c(=O)c3ccccc23)oc2ccc(F)cc2c1=O | -9 | 0.1 | -2 | 0 | 99 | -7 | 90 | 97 | 5
35 | CNS(=O)(=O)c1cc(Nc2ncnc3sccc23)ccc1C | -4 | 1.4 | 5 | 38 | 93 | -3 | 102 | 93 | -4
36 | CN(C(=O)c1ccoc1)c1ccc2ccccc2c1 | . | -1.0 | 31 | 0 | 98 | . | 104 | 110 | .
37 | CN1CCc2c(sc3c2c(=O)n(-c2ccccc2)c2nnc(SCc4ccccc4)n32)C1 | 0 | -2.4 | 2 | 1 | . | -3 | 96 | 99 | 1
38 | COc1ccc(C(=O)NN2CCOCC2)cc1 | 5 | -4.0 | 14 | 1 | 97 | 1 | 94 | 104 | -2
39 | CC(C)(C)OC(=O)CNC(=O)c1[nH]cnc1C(=O)N[C@@H](Cc1ccccc1)C(=O)OC(C)(C)C | 5 | 0.1 | -4 | 1 | 89 | 4 | 102 | 92 | 5
40 | Cc1[nH]c2ccccc2c1C(=O)CSC(=S)N1CCN(C)CC1 | 1 | -1.0 | 14 | 0 | 100 | 3 | 104 | 67 | -6
41 | CCOc1ccc2ccccc2c1C1NC(=S)N(C)C(C)=C1C(=O)OC (centres undefined) | 3 | 0.8 | 0 | 2 | 96 | 4 | 95 | 107 | -1
42 | O=S(=O)(O/N=C1\CCCc2ccccc21)c1ccc(Cl)cc1 | 2 | 1.7 | 5 | 2 | 97 | -2 | 84 | 99 | 8
43 | Cc1ccc(-n2nc3c(c2NC(=O)C(C)(C)C)CS(=O)(=O)C3)cc1 | 2 | -0.7 | 42 | 5 | 102 | 5 | 102 | 102 | 4
44 | COc1ccccc1CNC(=O)C1CCC(CNS(=O)(=O)c2cccs2)CC1 (centres undefined) | 4 | -2.2 | -4 | 1 | 93 | -3 | 95 | 97 | -7
45 | Cc1cc(C)cc(N2C(=O)C3CC=CCC3C2=O)c1 (centres undefined) | 4 | -0.8 | -300 | 0 | 102 | 10 | 89 | 105 | -2
46 | COc1ccc(CNC(=O)CN(Cc2ccco2)C(=O)CNS(=O)(=O)c2ccccc2)cc1 | 7 | -0.4 | 0 | 4 | 105 | 6 | 102 | 96 | 2
47 | O=C(CNC(=O)C1CC(=O)N(c2cccc3ccccc23)C1)Nc1ccccc1Br (centres undefined) | 0 | . | 8 | 4 | 99 | -11 | 101 | 113 | 8
48 | Cc1ccc(N2CCN(/N=C/C(Cl)=C/c3ccccc3)CC2)cc1 | 3 | -1.4 | 4 | 1 | 108 | -6 | 98 | 96 | 9
49 | CC1(c2cnc(Nc3ccccc3)s2)CCC(=O)O1 (centres undefined) | 1 | -3.1 | 14 | 2 | 100 | -1 | . | 96 | 5
50 | CC(Oc1ccc(F)cc1)C(=O)Nc1cc(S(=O)(=O)N2CCOCC2)ccc1N1CCCCC1 (centres undefined) | 3 | 3.0 | 22 | 1 | 91 | 2 | 96 | 104 | -5
51 | Cc1ccc(SCCNS(=O)(=O)c2ccc(F)cc2)cc1 | 1 | 0.6 | 12 | 2 | 94 | 5 | . | 99 | 5
52 | N/C(=N\OS(=O)(=O)c1ccc(Cl)cc1)c1cccnc1 | 0 | . | 0 | 5 | 98 | 4 | 105 | 84 | 1
53 | Cc1ccc(-n2cc(CNC(C)Cn3cncn3)c(-c3ccc(F)cc3)n2)cc1 (centres undefined) | 1 | 0.7 | 2 | 0 | 92 | 0 | 94 | 92 | -5
54 | CCCS(=O)(=O)n1nc(-c2ccc(Br)cc2)cc1N | -2 | -1.6 | 36 | 4 | 96 | 3 | 91 | 120 | 2
55 | Clc1cccc(Cl)c1-c1noc(CN2CCOCC2)n1 | 5 | -0.3 | 12 | 0 | 92 | 4 | 101 | 113 | 1
56 | Cc1ccc(C)c(Oc2nnnn2-c2ccccc2)c1 | -1 | 0.3 | -9 | 2 | 102 | -4 | 105 | 106 | 6
57 | COc1cc(NC(=O)c2cc(C)no2)c(OC)cc1Cl | 7 | 2.2 | 9 | 1 | 88 | 4 | 95 | 88 | -8
58 | O=c1oc2ccccc2c(Nc2ccc(F)cc2)c1[N+](=O)[O-] | 6 | 0.2 | 4 | 0 | 106 | 5 | 109 | 114 | 5
59 | CCCOC(=O)CC1C(=O)NCCN1Cc1ccccc1C (centres undefined) | -3 | -0.4 | 5 | 0 | 103 | -2 | 93 | 106 | 6
60 | CC1(c2nnc(Cc3ccccc3)o2)CC(c2ccc(F)cc2)=NO1 (centres undefined) | -4 | -0.3 | . | . | . | -10 | . | . | 7
61 | CC1CCN(CCCNC(=O)c2ccc3c(=O)n(Cc4ccc(Cl)cc4)c(=S)[nH]c3c2)CC1 | -5 | -4.1 | 14 | 0 | 101 | -10 | 104 | 93 | 0
62 | [O-][n+]1ccccc1SC/C=C/c1ccccc1 | 3 | -2.0 | 3 | 4 | 98 | 5 | 99 | 88 | 6
63 | CN(C)c1nc(Oc2ccc(=O)n(-c3ccccc3)n2)nc(N2CCOCC2)n1 | 1 | 1.8 | 11 | 0 | 102 | 9 | 95 | 116 | 9
